# HTR1E agonist: 5-HT1E (human) receptor agonism | CHO 5-HT1E Ga15 NFAT-bla reporter, FRET; 0% DMSO wells, 100% control agonist wells | activation, % at 6 µM | actives 0.69% (n = 65,000);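 active = activation above a set limit, the screen-wide mean activation plus 3 SD, cut at about 8.5% in these data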;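 also: 100% = positive control agonist at 1 µM giving full maximal response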
# Ecoli tolC: growth inhibitors of E. coli BW25113 tolC mutant; OD615; growth inhibition, % at 10 µM (by protocol); actives 2.2% (n = 65,000); AID 573;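 active = growth inhibition at or above a cutoff equal to the mean over every tested compound plus 3 SD, cut at about 60% in these data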;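 also: growth measured after 20 h incubation at 37 °C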
#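 signal = optical density read at 615 nm | test system = E. coli ΔtolC::kan strain BW25113 | timing = 20 h compound exposure of bacteria at 37 °C | buffer or medium = LB medium plus 50 µg/mL kanamycin | compound dosing = 10 µM final, single dose | evaluation = % inhibition of E. coli growth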
# SF1 activator: activators of human nuclear receptor SF-1 | CHO-K1 Gal4-SF-1 LBD luciferase reporter; % increase over DMSO SF-1-specific signal | Q13285 | actives 1.9% (n = 65,000) | activation, % at 10 µM;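 active = activation above the mean activation of all tested compounds plus 3 SD, cut at about 50% in these data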
#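 Material: CHO-K1 cells with Gal4–hSF-1 LBD chimera plus Gal4-driven luciferase / Input: 4,000 CHO-K1 cells per well / Incubation: compound exposure 20 h at 37 °C / Signal: luminescence read 15 min after SteadyLite luciferase reagent, after room-temperature equilibration / Read-out: percent activation versus DMSO / Benchmarks: DMSO negative control and −SF1 background wells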
# 5HT1a antag: antagonists of human 5-HT1a serotonin receptor; P08908; CHO 5-HT1a Ga15 NFAT-bla reporter, antagonist mode; inhibition, % at 10 µM; actives 0.68% (n = 62,000); AID 612;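 active = inhibition above the mean of all tested compounds plus 3 SD, cut at about 43% in these data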;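 also: receptor stimulated by 5-CT agonist at 100 nM near EC80; beta-lactamase reporter measured by ratiometric fluorescence of a cleavable substrate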
# Target sequence (P08908 whole entry, looked up): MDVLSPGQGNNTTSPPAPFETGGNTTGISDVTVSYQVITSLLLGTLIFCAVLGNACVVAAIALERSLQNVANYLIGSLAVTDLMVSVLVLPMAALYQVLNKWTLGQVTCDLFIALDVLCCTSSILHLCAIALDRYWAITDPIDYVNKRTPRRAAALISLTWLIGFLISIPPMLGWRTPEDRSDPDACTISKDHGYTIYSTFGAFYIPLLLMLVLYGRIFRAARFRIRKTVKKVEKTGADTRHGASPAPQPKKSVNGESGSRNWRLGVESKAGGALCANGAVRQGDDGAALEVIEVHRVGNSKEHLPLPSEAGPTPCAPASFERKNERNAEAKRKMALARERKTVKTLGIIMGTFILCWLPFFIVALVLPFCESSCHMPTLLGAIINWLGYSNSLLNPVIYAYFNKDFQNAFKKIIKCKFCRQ
# S1P1 ag-PAM: S1P1 (human) agonism or agonism potentiation; P21453; S1P1 CRE-bla cells, forskolin, beta-lactamase FRET, potentiator mode; S1P1 agonist co-added at EC20, 2 nM; 100% = saturating reference agonist, 0% = basal; activation, % at 9.5 µM; actives 0.57% (n = 56,000); AID 449;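 active = activation above a cutoff set at the mean activation of all tested compounds plus 3 SD, cut at about 54% in these data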;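 also: forskolin at 4 µM as EC80 and the EC20 agonist is SEW2871; 100% = SEW2871 at its EC100 plus forskolin at EC80; some compounds past the cut are filed as inactive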
# RORa activator: activators of human nuclear receptor RORA. CHO-K1 Gal4-RORA LBD luciferase reporter, luminescence; percent increase over mock-subtracted basal signal. activation, % at 10 µM. actives 1.5% (n = 65,000). AID 560;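 active = activation above the mean of all tested compounds plus 3 SD, cut at about 49% in these data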;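 also: 0% = DMSO-treated RORA cells and 100% = added signal equal to DMSO minus mock-transfected cells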
# Target sequence (P35398 whole entry, looked up, the tested form may be a part): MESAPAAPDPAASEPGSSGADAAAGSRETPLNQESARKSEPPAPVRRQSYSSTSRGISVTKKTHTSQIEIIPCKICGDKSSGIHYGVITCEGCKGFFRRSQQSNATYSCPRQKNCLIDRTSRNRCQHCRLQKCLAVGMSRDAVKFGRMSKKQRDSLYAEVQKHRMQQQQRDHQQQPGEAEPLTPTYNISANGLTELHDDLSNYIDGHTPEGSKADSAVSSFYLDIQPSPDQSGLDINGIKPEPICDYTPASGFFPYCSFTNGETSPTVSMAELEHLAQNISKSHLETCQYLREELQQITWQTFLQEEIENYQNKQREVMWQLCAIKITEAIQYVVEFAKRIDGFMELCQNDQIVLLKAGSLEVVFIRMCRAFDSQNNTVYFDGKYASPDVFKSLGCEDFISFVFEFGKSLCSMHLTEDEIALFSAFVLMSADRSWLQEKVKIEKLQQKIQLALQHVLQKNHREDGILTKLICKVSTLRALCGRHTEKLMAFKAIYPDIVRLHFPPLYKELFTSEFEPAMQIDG
# S1P3 ag: S1P3 (human) receptor agonism | Q99500 | S1P3 NFAT-BLA reporter cells, FRET ratio; relative to 1 µM S1P, basal subtracted | activation, % at 4.5 µM | actives 0.1% (n = 60,000) | AID 373;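 active = activation above the screen-wide mean plus 3 SD, cut at about 4.5% in these data, passing the limit was not always enough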; also: some compounds called inactive have numbers as strong as hits
#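 Assay system: stable CHO line with human S1P3, Gα16, NFAT-BLA reporter; Detection: FRET β-lactamase substrate fluorescence, excitation 405 nm, 460/535 nm emission ratio, background-subtracted; Read-out: percent activation versus median 1 µM S1P response, basal-subtracted, per plate; Incubation: cells plated overnight, compound 4 h 37 °C, substrate 2 h RT.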
# AP ELISA ortho: orthogonal test for alternative complement pathway inhibitors | Human serum alternative complement pathway, LPS-coated ELISA, C3 deposition; tested in compound mixtures | inhibition, % at 5 µM | actives 0.08% (n = 62,000);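 active = inhibition above 30% in each of the two pooled mixtures holding the compound, so the lower value exceeds 30%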;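 also: 0% = serum in Mg-EGTA without compound and 100% = EDTA serum blank; some compounds past the cut are filed as inactive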
#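 Test system: human serum complement alternative pathway, C3 deposition onto LPS / Medium: Mg2+-EGTA GVB++ buffer containing human serum at 1:15 dilution / Probe or stimulus: Plate-bound LPS / Times: 1 h at 37 °C / Signal: ELISA with HRP anti-human C3 antibody, TMB substrate, absorbance 450 nm / Measure: percent inhibition / Repeats: two pool placements per compound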
# 5HT1E antag: 5-HT1E (human) receptor antagonism; inhibition, % at 6 µM; actives 0.99% (n = 65,000); CHO 5-HT1E Ga15 NFAT-bla reporter, FRET, antagonist;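 active = inhibition above a set limit, the mean inhibition across every tested compound plus 3 SD, cut at about 29% in these data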;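 also: signal is the 460 over 535 nm emission ratio of beta-lactamase substrate; 0% = agonist plus DMSO wells and 100% = wells without agonist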
# * = called active by the depositor; x = not tested or not shown.
SMILES,HTR1E agonist,Ecoli tolC,SF1 activator,5HT1a antag,S1P1 ag-PAM,RORa activator,S1P3 ag,AP ELISA ortho,5HT1E antag
COc1ccc(NC(=O)C2CCN(Cc3cnn(-c4ccccc4)c3-n3cccc3)CC2)cc1OC,-0.4,2,-4,13,x,-6,x,4,1
CCOc1cccc(-c2cc(=O)[nH][nH]2)c1,0.2,21,5,1,x,-7,-0.9,-15,5
Cc1cc(Cl)c(S(=O)(=O)N2CCSCC2)cc1OCC(N)=O,-1.1,-8,-2,-4,-7,-10,-1.1,4,12
CC(C)C(NC(=O)c1ccccc1NC(=O)c1ccco1)C(=O)O (centres undefined),1.4,-15,14,-8,-15,-12,-0.2,0,0
CCOC(=O)c1[nH]c2ccccc2c1NC(=O)C(C)(C)C,0.0,-11,-5,-5,12,-31,-0.6,3,16
COc1ccc(-c2cc(C(F)F)n3ncc(C(=O)NCC4CCCO4)c3n2)cc1 (centres undefined),0.1,7,-13,33,-3,15,0.0,11,-1
COc1ccc(NC(=O)c2oc3ccccc3c2NC(=O)c2ccc3c(c2)OCO3)cc1,0.3,10,26,2,-20,6,-1.5,2,5
Cc1cccc(NC(=O)C2CCN(S(=O)(=O)c3cccs3)CC2)n1,-0.2,-3,6,4,x,-4,x,8,-1
CC1CCc2ccccc2N1C(=O)c1cccs1 (centres undefined),-0.3,9,10,9,0,-2,-1.5,6,-3
O=C(NC(Cc1ccccc1)C(=O)O)OCc1ccccc1 (centres undefined),-0.6,-4,23,-2,-13,-9,-0.8,15,1
CC(=O)N(Cc1cc(=O)[nH]c2ccccc12)c1cccc(C)c1,1.4,19,-8,5,18,1,-0.3,-11,-9
CCc1ccc(C(=O)CSC2=C(C#N)C(c3ccco3)C(C(C)=O)=C(C)N2)cc1 (centres undefined),-0.1,35,24,8,15,40,-1.0,12,22
Cc1cc(N2C(=O)CC(N3CCN(c4ccc(C(=O)c5cccs5)cc4)CC3)C2=O)no1 (centres undefined),0.5,-1,12,-8,4,-4,-0.7,1,3
CCOC(=O)c1cnc2c(-c3ccccc3)cnn2c1N,0.3,-3,52*,4,-1,-5,-0.4,15,1
Cc1nc(Sc2cccn2C)c(C(F)(F)F)c(=O)[nH]1,-0.4,-6,-11,x,17,-18,-2.3,4,-2
CCC(c1nnnn1Cc1ccc(F)cc1)N(CCCO)Cc1cc2cc3c(cc2[nH]c1=O)OCO3 (centres undefined),-0.9,2,3,16,39,-11,-0.7,1,21
COC(=O)c1cnc2c(C(F)(F)F)cccc2c1OC,0.3,2,9,0,-17,8,-1.5,1,-2
Cc1cc(C)n2c3c(c(C#N)c2n1)CC(C)(C)OC3,-0.8,10,-5,x,2,-14,-5.5,x,3
CCC(=O)N1CCN(c2ccccc2NC(=O)Cc2ccc(Cl)cc2)CC1,1.3,8,10,18,x,1,-0.6,14,-10
COc1ccc(C2C3=C(CC(C)(C)CC3=O)Nc3c2c(=O)[nH]c(=O)n3Cc2ccccc2)cc1OC (centres undefined),0.5,12,-10,-8,-14,-10,-0.7,12,-8
COc1ccc(N2CCN(C(=O)Cc3nn(C)c(=O)c4ccccc34)CC2)cc1,-0.1,23,2,-9,x,4,-0.2,4,-2
CC(C)C(=O)NC(c1ccco1)c1ccc2cccnc2c1O (centres undefined),-1.4,6,-10,39,4,-16,-2.1,-4,30*
COc1cc(CNC(=O)c2ccc(Cn3nc(C)c(Cl)c3C)o2)cc(OC)c1,0.6,34,-18,13,33,-7,-1.3,5,1
COc1ccc(S(=O)(=O)C(C#N)c2nc3ccccc3nc2N2CCC(C)CC2)cc1 (centres undefined),1.0,20,13,6,x,8,x,15,-6
CCOC(=O)c1oc2ccc(S(=O)(=O)n3nc(-c4ccc(OC)cc4)cc3N)cc2c1C,1.2,20,11,0,63,3,-1.6,20,1

# 2 consecutive compounds from above, quoted:
SMILES,HTR1E agonist,Ecoli tolC,SF1 activator,5HT1a antag,S1P1 ag-PAM,RORa activator,S1P3 ag,AP ELISA ortho,5HT1E antag
COc1ccc(NC(=O)C2CCN(Cc3cnn(-c4ccccc4)c3-n3cccc3)CC2)cc1OC,-0.4,2,-4,13,x,-6,x,4,1
CCOc1cccc(-c2cc(=O)[nH][nH]2)c1,0.2,21,5,1,x,-7,-0.9,-15,5

# Of the compounds above, these have two or more sulfur atoms.
SMILES,HTR1E agonist,Ecoli tolC,SF1 activator,5HT1a antag,S1P1 ag-PAM,RORa activator,S1P3 ag,AP ELISA ortho,5HT1E antag
Cc1cc(Cl)c(S(=O)(=O)N2CCSCC2)cc1OCC(N)=O,-1.1,-8,-2,-4,-7,-10,-1.1,4,12
Cc1cccc(NC(=O)C2CCN(S(=O)(=O)c3cccs3)CC2)n1,-0.2,-3,6,4,x,-4,x,8,-1

# Next part.
SMILES,HTR1E agonist,Ecoli tolC,SF1 activator,5HT1a antag,S1P1 ag-PAM,RORa activator,S1P3 ag,AP ELISA ortho,5HT1E antag
Cc1nc2ccccn2c1/C(O)=C1\C(=O)C(=O)N(CCN2CCOCC2)C1c1cccs1 (centres undefined),-0.9,-11,9,3,8,-4,-0.6,4,7
COc1cccc(-c2nnc(NC(=O)C3CCCCC3)o2)c1,-0.3,13,19,-2,-3,4,-0.9,10,7
CN(C)CC(=O)Nc1cc(C(F)(F)F)ccc1Cl,1.7,-13,15,3,-5,-10,0.1,5,5
COc1cc(C(=O)NCc2nnc(SCC(=O)N3CCC(C)CC3)o2)cc(OC)c1OC,-0.6,-9,6,2,x,-13,x,17,1
O=C1Nc2c(Br)cc(Br)cc2C1(O)N1CCOCC1 (centres undefined),0.3,9,-7,32,-2,11,-1.2,-6,7
CC(OC(=O)c1cccs1)C(=O)NCc1ccc2c(c1)OCO2 (centres undefined),-0.2,-8,6,-2,-2,13,-0.4,2,-11
Cn1c(O)c(C=NC(CC(N)=O)C(=O)O)c(=O)n(C)c1=O (centres undefined),-0.5,-6,-13,7,-1,-8,-1.4,7,6
CCNC(=O)N(C(=O)NCC)n1c(C)nnc1C,0.7,11,8,x,-18,-19,-0.9,10,-11
CCOC(=O)N1CCC(NC(=O)c2cnn3c(C(F)(F)F)cc(-c4cccc(OC)c4)nc23)CC1,0.2,2,-2,1,-17,10,0.0,-9,-9
O=C(NCC1COc2ccccc2O1)C1CCCN(S(=O)(=O)c2cccc3nsnc23)C1 (centres undefined),0.1,3,-15,7,13,-3,-1.0,13,13
c1csc(CNc2nc3ccccc3n2CCN2CCOCC2)c1,-0.2,1,-1,11,x,0,x,0,-7
CC1CCC2(CC1)NC(=O)c1ccccc1O2 (centres undefined),1.4,-6,-11,-6,-20,3,1.8,14,-1
Cc1ccc2c(c1)N(CC(=O)NC1CCC(C)CC1)C(=O)CO2 (centres undefined),-0.9,-5,7,8,-22,8,0.8,15,6
COc1cccc2cc(C(=O)N3CCN(C/C=C/c4ccccc4)CC3)c(=O)oc12,0.3,2,-23,-10,8,-23,-0.5,13,0
CC(=O)c1cc2c(cc1NC(=O)c1cc(C)nn1-c1ccccc1)OCO2,0.7,-8,23,17,-6,28,-1.0,20,9
COCCCNC(=O)C(C#N)c1nc2ccccc2nc1N1CCCC1 (centres undefined),0.0,8,-5,x,3,7,-3.0,x,12
Cc1ccc(C)c(N(CC(=O)NCc2ccco2)C(=O)CCC(=O)Nc2ccccn2)c1,-0.2,0,-12,4,10,4,-1.7,2,-3
Cc1ccc(C2CC(c3cccc(C)c3)n3ncnc3N2)cc1 (centres undefined),0.2,37,11,-14,-10,7,0.6,7,-2
Cc1ccnc(SCCn2c(N3CCC(C)CC3)nc3c2c(=O)n(C)c(=O)n3C)n1,-1.0,x,19,2,-11,-24,0.6,x,10
Cc1ccc(S(=O)(=O)N2CCC(C(=O)O)CC2)cc1C(=O)O,0.4,-6,-9,-8,-13,11,0.4,4,-4
O=C(/C=N/O)Nc1ccccc1C(=O)O,-0.4,2,-9,0,-7,14,-0.8,4,1
CCc1sc(NC(=O)CN2CCOCC2)nc1-c1ccccc1,0.3,36,4,-7,-30,-10,-0.8,7,-5
CN(C)S(=O)(=O)c1cccc(C(=O)NCCc2ccccc2)c1,-0.1,16,29,7,-10,32,-1.3,5,-1
CC(=O)N(CC1CCCO1)C1(C(=O)NC2CCCC2)CCCCC1 (centres undefined),3.6,-12,-16,9,x,-13,x,-10,6
COc1ccc(Br)cc1-c1noc(-c2ccccc2F)n1,1.2,-20,-1,-4,x,7,-0.7,-14,-4

# Remaining list, next part
SMILES,HTR1E agonist,Ecoli tolC,SF1 activator,5HT1a antag,S1P1 ag-PAM,RORa activator,S1P3 ag,AP ELISA ortho,5HT1E antag
c1ccc(-n2cnnc2SCc2cn3ccccc3n2)cc1,-0.6,-2,-6,-4,x,5,x,2,3
Cc1sc2ncn3cnnc3c2c1C,-0.4,-11,4,4,-2,18,0.8,7,7
Cc1cc(=O)n(CCO)c(O)c1C#N,-1.1,-15,-11,7,19,-15,-1.1,10,7
c1ccc(CNn2nnnc2-c2ccccc2)cc1,-0.6,-1,2,-2,6,-9,-0.7,11,2
COc1cc(C(=O)NCc2ccco2)c(Br)c(OC)c1OC,-0.3,-2,-22,4,-15,-9,-0.9,21,0
O=C1CC(N2CCCc3ccccc32)C(=O)N1c1ccccc1 (centres undefined),-0.6,-14,14,8,-11,-11,-1.8,19,2
CC(C)(C)C1=Nn2c(nnc2-c2ccccc2F)SC1,-0.2,-1,-5,8,-7,14,-0.4,20,25
Cc1ccc(-c2nnc3c4ccccc4c(C)nn23)cc1NC(=O)c1ccco1,1.2,-13,18,-10,-46,10,0.2,6,11
CN(C)C(=O)CSc1nnc(CCN)o1,-1.8,-13,3,8,2,-14,-1.5,16,8
CN1CCN(c2nc3c(c(=O)[nH]c(=O)n3C)n2CCSc2ncccn2)CC1,0.1,-11,3,-3,-22,-14,-1.0,-14,-10
CCOCCCNC(=O)C(c1ccc(C)cc1)N(Cc1ccc2c(c1)OCO2)C(=O)CNC(C)=O (centres undefined),-0.3,-4,10,11,x,-3,x,9,4
O=C(CSc1nc2c(sc3ccccc32)c(=O)n1Cc1ccco1)NCC1CCCO1 (centres undefined),-1.5,1,9,-3,0,-25,-0.3,4,3
Cc1nnc2n(Cc3ccccc3)c(=O)c3c4c(sc3n12)CCCC4,-0.1,-6,-26,-4,-37,-30,-1.3,5,1
c1ccc2c(c1)[nH]c1nc3nncn3nc12,-1.0,-4,2,14,-15,2,-0.3,-10,2

# Source: PubChem BioAssay (several laboratories)
